NadD inh: inhibitors of Staphylococcus aureus NadD; inhibition, % at 20 µM; hit rate 0.78% among 360,000; AID 602399; purified NadD enzyme, colorimetric absorbance read-out; in the data active means inhibition above about 26%; further: some compounds past the cut are filed as inactive
MT1-MMP act inh: MT1-MMP (human) activation inhibition. hit rate 0.061% among 360,000. GFP/RFP ratio change, % at 20 µM. HT1080 RFP-PRO-GFP cells, GFP/RFP ratio fluorescence, overnight; percent of plate control window, DMSO zero;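 active means GFP/RFP ratio change of at least 30% with cell ATP level not reduced by more than half and red fluorescence within 50% of control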; further: strong numbers were not always called active
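Assay system: HT1080 cells carrying an RFP-PRO-GFP reporter | Dosing: Single dose of 20 µM compound, 1% DMSO final | Incubation: Cells overnight before dosing, compound overnight, 37 °C, 5% CO2 | Evaluation: GFP/RFP fluorescence ratio | Control set: DMSO and RFP-L50D-GFP cell wells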
FAS-TE inh: inhibitors of human fatty acid synthase thioesterase domain; AID 602261; P49327; recombinant FAS-TE, OMFH fluorogenic substrate, fluorescence endpoint; hit rate 0.67% among 360,000; inhibition, % at 15 µM;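 active means compounds whose normalised, plate-corrected inhibition of enzyme fluorescence in the single-dose primary screen is 50% or more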;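 further: 0% = DMSO with enzyme and 100% = substrate without enzyme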
Rin1-Abl PPI inh: human Rin1-Abl interaction inhibition | P00519+Q13671 | TR-FRET Rin1/Abl binding, biochemical | inhibition, % at 7.35 µM | hit rate 0.4% among 360,000; in the data active means inhibition above about 5%, passing the limit was not always enough
Target sequence (P00519 whole entry, looked up): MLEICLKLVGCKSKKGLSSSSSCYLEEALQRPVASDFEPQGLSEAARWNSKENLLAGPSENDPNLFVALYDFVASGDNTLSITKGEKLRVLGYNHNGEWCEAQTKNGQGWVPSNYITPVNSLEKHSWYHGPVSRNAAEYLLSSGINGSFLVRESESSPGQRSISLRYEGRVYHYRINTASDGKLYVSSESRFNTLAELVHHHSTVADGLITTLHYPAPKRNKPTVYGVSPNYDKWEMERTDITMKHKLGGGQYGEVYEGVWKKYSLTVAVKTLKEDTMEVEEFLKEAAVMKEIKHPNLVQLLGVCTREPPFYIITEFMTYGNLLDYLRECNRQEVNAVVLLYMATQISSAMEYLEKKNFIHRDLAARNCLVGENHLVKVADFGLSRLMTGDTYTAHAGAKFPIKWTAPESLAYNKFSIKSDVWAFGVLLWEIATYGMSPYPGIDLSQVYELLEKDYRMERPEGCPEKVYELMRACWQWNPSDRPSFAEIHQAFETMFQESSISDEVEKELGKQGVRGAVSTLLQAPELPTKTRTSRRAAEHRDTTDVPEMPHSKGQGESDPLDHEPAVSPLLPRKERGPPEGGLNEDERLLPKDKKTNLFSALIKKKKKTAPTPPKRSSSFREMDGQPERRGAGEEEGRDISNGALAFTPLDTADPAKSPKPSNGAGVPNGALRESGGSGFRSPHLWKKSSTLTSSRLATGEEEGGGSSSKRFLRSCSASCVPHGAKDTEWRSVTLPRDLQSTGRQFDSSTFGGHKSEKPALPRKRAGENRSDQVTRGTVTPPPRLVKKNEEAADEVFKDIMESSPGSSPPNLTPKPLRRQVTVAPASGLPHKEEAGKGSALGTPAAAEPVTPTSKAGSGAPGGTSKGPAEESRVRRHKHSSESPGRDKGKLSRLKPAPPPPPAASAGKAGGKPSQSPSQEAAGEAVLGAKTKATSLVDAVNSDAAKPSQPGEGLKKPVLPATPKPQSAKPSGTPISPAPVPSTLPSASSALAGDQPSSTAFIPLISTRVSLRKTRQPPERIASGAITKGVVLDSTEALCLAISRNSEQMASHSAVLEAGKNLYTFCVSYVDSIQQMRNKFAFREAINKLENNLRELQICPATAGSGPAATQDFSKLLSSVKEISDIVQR
Target sequence (Q13671 whole entry, looked up): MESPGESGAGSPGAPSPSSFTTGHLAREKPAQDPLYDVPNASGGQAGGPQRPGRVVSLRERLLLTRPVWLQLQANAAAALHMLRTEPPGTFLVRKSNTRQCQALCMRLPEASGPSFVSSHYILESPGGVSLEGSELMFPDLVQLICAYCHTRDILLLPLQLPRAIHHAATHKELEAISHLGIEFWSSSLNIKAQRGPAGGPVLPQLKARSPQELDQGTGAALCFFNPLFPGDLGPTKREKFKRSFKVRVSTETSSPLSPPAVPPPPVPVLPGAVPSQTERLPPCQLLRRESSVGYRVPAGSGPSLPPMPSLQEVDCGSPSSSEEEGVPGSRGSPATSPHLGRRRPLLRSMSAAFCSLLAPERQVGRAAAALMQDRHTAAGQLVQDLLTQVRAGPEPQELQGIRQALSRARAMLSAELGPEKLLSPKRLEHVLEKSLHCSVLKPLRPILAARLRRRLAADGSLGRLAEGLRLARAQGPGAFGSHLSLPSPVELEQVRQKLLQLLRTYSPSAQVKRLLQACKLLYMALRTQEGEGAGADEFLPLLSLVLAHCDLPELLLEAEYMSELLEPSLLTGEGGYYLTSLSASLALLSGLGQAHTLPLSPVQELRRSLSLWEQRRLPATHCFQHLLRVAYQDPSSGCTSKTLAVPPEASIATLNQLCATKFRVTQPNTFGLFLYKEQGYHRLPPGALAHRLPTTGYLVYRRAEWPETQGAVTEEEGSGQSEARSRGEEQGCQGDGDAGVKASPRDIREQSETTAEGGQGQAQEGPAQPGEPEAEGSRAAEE
SKN-1 inh: C. elegans SKN-1 inhibition | C. elegans VP596 Pgst-4::GFP/RFP ratio, acrylamide-induced, 24 h | inhibition, % at 21.8 µM | hit rate 0.49% among 360,000 | AID 624304;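 active means interference check ratio from 0.5 to 1.5 plus GFP to RFP signal ratio inhibition reaching or exceeding a fixed threshold, cut at about 30% in these data, passing the limit was not always enough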; further: some compounds called inactive have numbers as strong as hits
Rpn11 block: Rpn11 (human) deubiquitinase inhibition; human 26S proteasome, Ub4-pepOG fluorescence polarization; 20S core pre-blocked with epoxomicin; calls only at 20 µM; hit rate 0.59% among 360,000; AID 588493;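 active means inhibition at 20 µM, scaled to each plate's controls, above about 33%, limit read from the data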
CSN inh: inhibitors of human CSN-mediated cullin deneddylation | Q92905 | Purified CSN, SCF-Nedd8-OG deneddylation, fluorescence polarization | inhibition, % at 12.5 µM | hit rate 0.38% among 360,000 | AID 651999;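 active means pattern-corrected inhibition above about 35%, with an unprinted fluorescence ratio check between 0.5 and 1.5, limit read from the data, passing the limit was not always enough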;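 further: 0% = enzyme with substrate and 100% = substrate without enzyme; some results filed as inactive read as strong as hits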
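Assay system: purified human Csn5 enzyme expressed in HEK293T cells; measure: % inhibition; also added: SCFSkp2-Nedd8OG substrate at 10 nM final; technique: fluorescence polarization; times: reaction 90 min, room temperature; medium: Tris buffer pH 7.5, NaCl, DTT, Tween-20, trehalose, ovalbumin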
PABP1 MLLE inh: blocks PAM2 peptide binding to the PABP1 MLLE domain; AID 588489; hit rate 0.36% among 360,000; GST-MLLE / FITC-PAM2 fluorescence polarization; inhibition, % at 20 µM; in the data active means inhibition above about 35%, passing the limit was not always enough;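 further: plate controls were DMSO wells with GST-MLLE for no effect and wells lacking GST-MLLE protein for full effect; some results filed as inactive read as strong as hits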
Neddylation inh: inhibitors of human cullin neddylation; TR-FRET cullin neddylation, biochemical; P61081+Q13564; hit rate 0.58% among 360,000; calls only at 25 µM; in the data active means inhibition above about 36%
Numbers without * were called inactive; i = inactive; / = not tested or not shown; & = joins results of further samples.

canonical_smiles	NadD inh	MT1-MMP act inh	FAS-TE inh	Rin1-Abl PPI inh	SKN-1 inh	Rpn11 block	CSN inh	PABP1 MLLE inh	Neddylation inh
COc1ccc(S(=O)(=O)N2CCCOC2CNC(=O)C(=O)NC2CCCC2)cc1 (stereo unspecified)	-4	7	-3	0	-13	i	4	3	i
CC(=O)Nc1ccc(S(=O)(=O)NCC(=O)NC(C)c2ccc(S(N)(=O)=O)cc2)cc1 (stereo unspecified)	2	0	-6	-3	-20	i	0	3	i
CCCN(C(=O)CCl)C1=CCCCC1	-6	-1	-9	3	4	i	6	18	i
CCOc1ccc(S(=O)(=O)Nc2nc3ccccc3nc2N2CCN(C)CC2)cc1	1	1	-3	0	-18	i	-1	20	i
Cc1nc2ccc(NC(=O)Cc3ccc4c(c3)OCCO4)cc2s1	0	3	-6	0	1	i	-5	-4	i
NC(=O)NCc1ccc(F)cc1	-1	-2	-2	2	7	i	-3	-8	i
c1ccc(N2CCN(c3cccc(-c4cc5ccccc5s4)n3)CC2)nc1	4	1	-6	-4	-4	i	-6	8	/
CC(C)C(=O)N1CCC1(C)C(=O)Nc1ccc2cn[nH]c2c1 (stereo unspecified)	1	3	-9	-2	-3	i	-4	1	i
COc1cc(NC(=O)SC2=NCCS2)cc(OC)c1	-7	-3	-2	-1	4	i	4	5	i
COc1ccc(C(=O)O/N=C2\C(=O)N(C)c3ccccc32)cc1	-8	-4	8	-1	1	i	3	10	i
Cc1ccc(S(=O)(=O)N(C)C)cc1NC(=O)COC(=O)c1ccc2c(c1)OCCO2	-3	3	12	6	9	i	4	5	i
COc1ccc(CCNC(=O)c2cnccn2)cc1	1	1	-7	-2	-14	i	2	-1	i
C=CCN(C(=O)CN1CCOCC1)c1nc(C)c(-c2ccccc2)s1	3	-8	-4	-3	-1	i	2	-3	i
CC(C)c1ccc(CC(NC(=O)c2ccccc2)C(=O)NCC(=O)O)cc1 (stereo unspecified)	-2	-2	-6	-1	7	i	-8	-10	i
Cc1ccccc1NCC(=O)c1ccc(Br)cc1	-3	6	22	0	11	i	-3	23	i
COc1ccc(-c2csc3[nH]c(=S)n(-c4ccccc4)c(=O)c23)cc1OC	3	4	0	2	-1	i	0	17	i
O=c1c2ccccc2nnn1CSc1ccccc1	3	-1	-8	1	10	i	-4	-6	i
CCn1cc(C(=O)NCC(C)C)c(=O)c2cc(F)c(N3CCN(C(=O)c4ccco4)CC3)cc21	2	2	-8	0	-9	i	3	4	/
N/C(=N\OC(=O)c1ccc(Cl)c(Cl)c1)c1ccccn1	1	-2	-5	4	35*	i	1	4	i
CN(CC(=O)N1CCOCC1)S(=O)(=O)c1ccc2ccccc2c1	-1	0	-1	1	-13	i	3	-4	i
CCCn1c(=O)c2[nH]cnc2n(-c2ccccc2C)c1=O	-3	3	-6	2	1	i	-1	-4	i
O=C(CCNC(=O)c1ccc(Br)cc1)NCc1ccccc1F	-5	-1	4	4	-10	i	5	-1	i
COC(=O)c1ccccc1NC(=O)Cn1cnc2ccc(S(=O)(=O)N3CCC(C)CC3)cc2c1=O	5	3	6	-2	12	i	2	-2	i
COc1ccc(-c2cc3ccc(OCC(C)=O)cc3oc2=O)cc1	-5	-3	-5	1	6	i	-7	5	/
Cc1sc2nnn(CC(=O)N3CCN(C(=O)c4ccco4)CC3)c(=O)c2c1C	0	-5	-5	-4	-17	i	3	9	i
Cc1ccc2c(c1)C(O)(c1c(C)[nH]c3ccccc13)C(=O)N2 (stereo unspecified)	0	-9	-8	-5	9	i	8	7	i
CC(C)(C)OC(=O)NCCc1n[nH]c(=S)o1	-7	2	1	-3	7	i	5	-72	i
COC(=O)CNc1n[nH]c(=S)[nH]c1=O	1	0	-9	-2	5	i	-4	28	i
CCOC(=O)C1CCCN(C2CC(=O)N(c3ccc(NC(C)=O)cc3)C2=O)C1 (stereo unspecified)	-5	-10	1	0	-4	i	-4	-7	i
COc1ccccc1NC(=O)c1cc2cc(Br)ccc2cc1O	30*	-10	25	-7	20	i	5	-6	i
Cc1noc(C)c1S(=O)(=O)N(C)C[C@H]1Oc2ccc(NC(=O)Cc3ccccc3)cc2C(=O)N([C@H](C)CO)C[C@@H]1C	5	7	-4	-1	-11	i	1	5	i
COc1ccc(C(=O)Nc2ccc(NC(=O)C3CC3)nc2)cc1	4	4	-4	2	15	i	-3	4	i
Cc1nc2c(cc1N)nc(C)n2Cc1ccccc1	2	-3	-7	2	-24	i	0	-2	/
CCCNC(=O)C1(C)CCCN(C(=O)c2cc(C)n(C(C)(C)C)n2)C1 (stereo unspecified)	0	5	-6	0	3	i	2	4	i
O=C(O)Cn1cnc2scc(-c3cccs3)c2c1=O	-4	5	-4	-2	20	i	4	10	i
Cc1ccccc1C(=O)N1CCC(C(=O)N2CCN(c3ncccn3)CC2)CC1	1	4	-10	4	9	i	-5	10	i
CCN(CC(=O)Nc1ccccc1OC)C(=O)CCOc1ccc(C(C)(C)C)cc1	-5	3	20	1	-2	i	1	6	i
COc1ccc(CC(=O)N(Cc2ccccc2)c2cccc(C)c2)cc1OC	-6	-7	7	1	15	i	4	-10	i
CCOC(=O)c1cc2sccc2n1CC(=O)c1ccc2c(c1)OCCO2	-2	2	26	2	2	i	8	20	i
Cc1ccc(CNC(=O)CSCC(=O)O)cc1	-2	1	-2	-1	-6	i	-1	-6	i
CCOc1ccc(-c2nnc(-c3ccccc3)o2)cc1	-11	-1	8	-3	38*	i	3	12	/
COc1ccccc1CNC(=O)[C@@H]1CCCN1S(=O)(=O)c1ccc(Cl)cc1	-5	2	-2	3	-5	i	-2	3	i
COc1cc(OC)cc(C(=O)N[C@H](C(=O)OCC(=O)Nc2ccc3c(c2)OCO3)C(C)C)c1	-1	-6	14	1	3	i	-4	17	i
O=C(NCc1cccnc1)c1ccc([N+](=O)[O-])cc1	-1	4	-1	2	8	i	4	8	i
Fc1ccc(-[n+]2nc(Nc3ccccc3)sc2-c2c3ccccc3cc3ccccc23)cc1	16	16	-124	-6	-14	i	-2	-18	i
O=S(=O)(N(Cc1ccccc1)[C@@H](CO)Cc1ccccc1)N(Cc1ccccc1)[C@@H](CO)Cc1ccccc1	4	-7	4	3	-13	i	-5	2	i
O=C(N/N=C/c1cc([N+](=O)[O-])ccc1N1CCNCC1)c1ccc([N+](=O)[O-])cc1	8	-14	11	2	-2	i	0	-5	i
Cc1ccc(S(=O)(=O)N(C)CC(=O)Nc2cccc3c2CCCC3)cc1	-7	-2	-1	2	7	i	1	7	i
COC(=O)c1ccc(NC(=O)COC(=O)C2CC(=O)N(Cc3ccccc3)C2)cc1 (stereo unspecified)	-4	2	-10	2	-12	i	3	6	i
Cc1nn(CC(C)C)c(Cl)c1C(=O)N(C)CC(=O)Nc1ccc(Cl)cc1	-1	0	0	-4	8	i	-2	-1	i
O=C1c2ccccc2C(c2nnnn2Cc2ccccc2)N1Cc1cccc(F)c1 (stereo unspecified)	-7&-7	5&-3	-2&2	/	1&20	/	-1&-3	/	i
O=C(O)c1c2c(nc3ccc(S(=O)(=O)N4CCC(C(=O)NC5CCCCCC5)CC4)cc13)CCCC2	7	-3	-8	-1	9	i	2	-3	i
COCn1ccnc1C(=O)c1ccco1	-1	-2	-9	-2	-8	i	-8	10	i
c1ccc(Cn2nnc3c(NCCN4CCOCC4)ncnc32)cc1	12	2	-8	-2	44*	i	4	-5	i
COc1cc2c(cc1OC)CN(C(=O)c1ccc([N+](=O)[O-])o1)CC2	-2	-1	2	-3	5	i	-2	2	i
COc1cc(/C=C2\SC(=S)N(CC(=O)NC(C)(C)C)C2=O)cc(OC)c1OC	12	-4	42	0	30	i	6	15	i

More structures follow.
canonical_smiles	NadD inh	MT1-MMP act inh	FAS-TE inh	Rin1-Abl PPI inh	SKN-1 inh	Rpn11 block	CSN inh	PABP1 MLLE inh	Neddylation inh
COc1cc(/C=N/NC(=O)c2ccncc2)ccc1OC(C)=O	6	1	-3	0	1	i	5	3	i
CCS(=O)(=O)c1nc(S(=O)(=O)c2ccc(Cl)cc2)c(NCCN2CCOCC2)s1	6	-1	-1	-1	-6	i	3	4	i
COc1ccc(-n2cnnc2SCC(=O)N(C)c2ccccc2)cc1	-2	1	-2	0	8	i	0	-18	i
O=[N+]([O-])c1cccc(CON=Cc2ccccc2O)c1	-9	0	25	-3	4	i	-5	3	i
CC1(C)OC(C(N)=O)C(C(N)=O)O1 (stereo unspecified)	5	0	-4	1	-3	i	-4	0	i
CCN(Cc1ccc2c(c1)OCCO2)C(=O)CSc1nc(C)nc2sc(C)c(C)c12	3	2	22	-1	2	i	-5	6	i
O=C(COC(=O)CNC(=O)C1CCCCC1)NCc1ccccc1	-5	-3	0	8	5	i	-5	3	i
Cc1nn(-c2ccccc2)c(Cl)c1/C=N/NS(=O)(=O)c1ccc(Br)cc1	2	1	20	-1	9	i	-5	-19	i
CCOc1ccc(CCN2C(=S)N([C@@H](Cc3ccc(O)cc3)CN3CCC[C@@H]3CN3C(=S)NC[C@@H]3Cc3ccccc3)C[C@@H]2Cc2ccc(O)cc2)cc1	45*	-4	-88	2	11	i	-7	30	i
O=C(C[C@H]1C/C=C\CC[C@H](Cc2ccc(F)cc2)C(=O)O[C@@H](c2ccccc2)CNC1=O)N[C@@H](CO)Cc1ccccc1	-8	-9	8	1	-6	i	-5	8	i
CCNc1nnc(SCC(=O)NC2CCCCCC2)s1	-2	1	-8	1	-4	i	-4	-4	i
CC(O)[C@H]1CN=C(N)N1CCc1cc(C(F)(F)F)cc(C(F)(F)F)c1 (stereo partly specified)	-5	-1	-11	2	-3	i	-5	-2	i

From PubChem BioAssay
